Source: PubChem
12-LOX inh: Primary qHTS assay for inhibitors of human arachidonate 12S-lipoxygenase (ALOX12): Round 2. purified 12hLO, xylenol orange hydroperoxide absorbance. Polyunsaturated fatty acid lipoxygenase ALOX12 (Homo sapiens), P18054. AID 1671190, 2021. Potency, µM (titrated, usually from 108 µM), for inactives: top-dose activity change, negative = inhibition, usual class: inhibitors. 580,000 tested, 1.1% active; also: % is scaled to controls: 0 for no effect and ±100 for the full control effect
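Purified human 12hLO (150 nM final) in 25 mM Hepes, 0.01% Triton X-100, pH 7.0 was preincubated 15 min at room temperature with compound. Then 40 uM arachidonic acid was added, 30 min. Hydroperoxide was read by Fe-XO absorbance ratio 573/405 nm.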
TrxR1 substrate: qHTS Assay for Substrates of Mammalian Selenoprotein Thioredoxin Reductase 1 (TrxR1): qHTS; Thioredoxin reductase 1, cytoplasmic (Rattus norvegicus), O89049; purified TrxR1 substrate turnover, NADPH consumption readout; Potency, µM (top dose mostly 114 µM), for inactives: at the top dose activity change, negative = substrate turnover; 390,000 tested, 0.01% active; also: % is scaled to controls: 0 for no effect and ±100 for the full control effect; nearly all actives have a fitted effect of over 50% in size
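Rat TrxR1, dispensed at 90 nM, was prereduced with 400 uM NADPH (final) for 5 min at ~22 deg C, then incubated with compound 15 min before 400 uM selenite. A first-read NADPH fluorescence drop versus no-compound background flagged substrates.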
mIDH1 inhibitor: qHTS for Inhibitors of mutant isocitrate dehydrogenase 1 (IDH1): qHTS; 390,000 tested, 0.093% active; IDH1-R132H enzyme, NADPH consumption, diaphorase/resazurin fluorescence; Isocitrate dehydrogenase [NADP] cytoplasmic (Homo sapiens), O75874; Potency, µM (top dose mostly 76.6 µM), without a hit: top-dose activity change, negative = inhibition, actives largely listed as inhibitors; AID 602179, 2012; also: % is scaled to controls: 0 for no effect and ±100 for the full control effect; nearly all actives have a fitted effect of over 65% in size
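IDH1-R132H (0.5 ug/mL) preincubated 30 min with compound, then NADPH (0.016 mM) and alpha-KG (2 mM) added; 80 min at RT, pH 7.5. Remaining NADPH coupled via diaphorase/resazurin to fluorescence (540/590 nm); concentration-response curves normalized to no-enzyme control.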
RXFP1 ag: qHTS Assay for Agonists of the Relaxin Receptor RXFP1; HEK293T-RXFP1 cAMP TR-FRET, 30 min; response scale: percent of porcine relaxin response, buffer zero; 370,000 tested, 0.3% active; Potency, µM (doses to about 57.5 µM), for inactives: top-dose activation, most hits filed as activators; Relaxin receptor 1 (Homo sapiens), Q9HBX9; AID 2676, 2010; also: % is scaled to controls: 0 for no effect and ±100 for the full control effect; nearly all actives have a fitted effect of over 60% in size; many of its hits are not listed in these tables
Target sequence (Q9HBX9 whole entry, looked up): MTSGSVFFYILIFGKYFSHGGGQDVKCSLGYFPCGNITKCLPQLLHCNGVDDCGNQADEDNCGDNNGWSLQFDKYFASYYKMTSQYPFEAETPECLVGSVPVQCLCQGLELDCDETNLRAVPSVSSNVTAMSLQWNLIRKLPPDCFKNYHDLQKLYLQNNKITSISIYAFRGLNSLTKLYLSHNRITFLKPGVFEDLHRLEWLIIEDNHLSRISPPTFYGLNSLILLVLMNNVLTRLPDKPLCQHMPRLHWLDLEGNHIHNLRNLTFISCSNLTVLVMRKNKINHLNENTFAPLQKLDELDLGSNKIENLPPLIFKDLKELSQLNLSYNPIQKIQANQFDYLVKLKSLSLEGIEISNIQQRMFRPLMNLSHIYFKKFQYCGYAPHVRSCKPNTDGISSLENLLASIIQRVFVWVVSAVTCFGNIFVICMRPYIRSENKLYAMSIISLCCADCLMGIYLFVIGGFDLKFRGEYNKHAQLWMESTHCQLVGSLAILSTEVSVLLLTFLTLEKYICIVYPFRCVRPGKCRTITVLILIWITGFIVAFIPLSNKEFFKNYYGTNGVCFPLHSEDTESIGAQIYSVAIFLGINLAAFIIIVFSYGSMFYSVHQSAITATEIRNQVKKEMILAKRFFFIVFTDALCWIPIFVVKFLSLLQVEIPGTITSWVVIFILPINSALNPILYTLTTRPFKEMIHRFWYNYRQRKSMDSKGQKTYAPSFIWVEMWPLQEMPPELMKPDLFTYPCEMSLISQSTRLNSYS
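cAMP rise read by TR-FRET after 30 min, 37C compound exposure (up to 58 uM) in RXFP1-transfected HEK293 cells with Ro 20174 present. EC50 from Hill-equation fits, with 29 nM porcine relaxin as 100% and buffer as basal.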
USP1 inh: Inhibitors of USP1/UAF1: Primary Screen. Ubiquitin carboxyl-terminal hydrolase 1 (Homo sapiens), O94782. recombinant USP1/UAF1, Ub-Rhodamine cleavage fluorescence. Potency, µM (doses to about 57.1 µM), for inactives: top-dose activity change, negative = inhibition, actives largely listed as inhibitors. 390,000 tested, 0.23% active; also: % is scaled to controls: 0 for no effect and ±100 for the full control effect; nearly all actives have a fitted effect of over 60% in size; inactives centre near -12
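1 nM enzyme complex + cpd, 15 min RT; start with Ub-Rho 150nM final; kinetic fluorescence ex 480/em 540, 6 reads q60 s. Buffer 50mM HEPES pH 7.8, 0.5mM EDTA, 0.1 mg/ml BSA, 1mM TCEP, 0.01% Tween-20.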
RGS4 inh: Inhibitors of Regulator of G Protein Signaling (RGS) 4: qHTS | Regulator of G-protein signaling 4 (Homo sapiens), P49798 | Potency, µM (series often up to 114 µM), inactives show at the highest dose activity change, negative = inhibition, most hits filed as inhibitors | Transcreener GDP fluorescence polarization, RGS4-accelerated GTP hydrolysis | 390,000 tested, 0.039% active; also: % is scaled to controls: 0 for no effect and ±100 for the full control effect; nearly all actives have a fitted effect of over 75% in size; some results filed as inactive show a strong effect at the top dose
Target sequence (P49798 whole entry, looked up): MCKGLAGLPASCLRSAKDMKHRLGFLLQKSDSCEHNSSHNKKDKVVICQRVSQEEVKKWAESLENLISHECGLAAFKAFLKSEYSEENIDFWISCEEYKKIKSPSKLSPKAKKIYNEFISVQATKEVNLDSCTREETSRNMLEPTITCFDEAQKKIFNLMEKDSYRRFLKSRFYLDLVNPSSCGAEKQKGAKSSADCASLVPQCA
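MLSMR compounds (23 nl, pin-transferred) preincubated 10 min at room temperature with a 500nM (2x) first reagent, then RGS4 at 900nM (2x) plus Transcreener GDP mix added; fluorescence polarization (620/688 nm) read before and after 90 min at 30 °C.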
Vif-APOBEC3F blk: qHTS for Inhibitors of Vif-A3F Interactions: qHTS; HeLa A3F-eYFP + Vif (tagged APOBEC3F with the HIV-1 protein that degrades it), YFP fluorescence increase; Potency, µM (doses to about 46.1 µM), inactives show at the top dose activity, negative = active; 390,000 tested, 0.2% active; AID 602313, 2012; also: % of control where 0% means no effect; nearly all actives have a fitted effect of over 65% in size
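HeLa cells stably expressing A3F-eYFP plus Vif, plated and incubated overnight at 37 deg C, then exposed to compounds overnight at 37 deg C. Blocked degradation read as raised yellow fluorescence (Ex 488/Em 500-530).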
Vif-APOBEC3G blk: qHTS for Inhibitors of Vif-A3G Interactions: qHTS; DNA dC->dU-editing enzyme APOBEC-3G (Homo sapiens), Q9HC16; HeLa A3G-eYFP + Vif (tagged APOBEC3G with the HIV-1 protein that degrades it), YFP fluorescence, overnight; Potency, µM (highest dose often 46.1 µM), for the others: at the highest dose activity, negative = active, actives largely listed as inhibitors; 410,000 tested, 0.076% active;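 also: % is scaled to controls: 0 for no effect and ±100 for the full control effect; nearly all actives have a fitted effect of over 60% in size; hits raise eYFP signal because A3G escapes Vif-driven loss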
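HeLa cells stably expressing Vif and C-terminally eYFP-tagged A3G, seeded overnight at 37 deg C, then exposed to compound by pintool overnight at 37 deg C. Rise in yellow fluorescence (Ex 488/Em 500-530, Acumen) marks blocked Vif-driven A3G degradation.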
rTrxR1 inhibitor: qHTS Assay for Inhibitors of Mammalian Selenoprotein Thioredoxin Reductase 1 (TrxR1): qHTS. Thioredoxin reductase 1, cytoplasmic (Rattus norvegicus), O89049. Potency, µM (top dose mostly 114 µM), without a hit: at the highest dose activity change, negative = inhibition, usual class: inhibitors. 390,000 tested, 1% active. recombinant rTrxR1, NADPH fluorescence consumption, selenite substrate; also: % is scaled to controls: 0 for no effect and ±100 for the full control effect; nearly all actives have a fitted effect of over 65% in size
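Rat TrxR1 (90 nM in the dispensed reagent) was pre-reduced with 400 uM NADPH for 5 min at room temperature, then incubated with compound for 15 min. After 400 uM selenite was added, NADPH fluorescence (Ex 340/Em 450 nm) was followed for 8 min.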
The depositor's hits bear a star; ? = inconclusive; . = not tested or not shown; [ ] = another dose, or the depositor's remark. Calls follow the shape of the dose curve; as a rule, active = well fitted curve in the direction sought with a large enough effect; inconclusive = small, poorly fitted or top-dose-only effect, or another doubt; inactive = no such curve, though single readings can be large; an effect the other way counts as inactive or inconclusive. Potency is read from the fitted curve at half-maximal effect. The list is partial; count on the stated rates, not on these rows.

The line under a structure holds: Vif-APOBEC3F blk	mIDH1 inhibitor	Vif-APOBEC3G blk	TrxR1 substrate	USP1 inh	RXFP1 ag	rTrxR1 inhibitor	12-LOX inh	RGS4 inh
- Cc1nc2sc3c(O)cc(=O)[nH]c3c2c(C)c1C
    -4%	0%	-4%	44%[activator]	-18%	6.4%	-19%	3%	-44%
- COCCNC(=O)c1ccc2c3n(nc2c1)-c1ccc(C)cc1CO3
    1%	17%	-1%	48%[activator]	-29%	7.2%	4%	?	-17%
- COc1ccc(-n2nc(C(=O)NCc3ccc(F)cc3)c3c4ccccc4n(C)c3c2=O)cc1
    .	.	.	11%	-17%	1.2%	-5%	-26%	19%
- O=C(O)c1ccc2nc(CO)[nH]c2c1
    1%	4%	0%	2%[57.1 µM]	-5%	0.5%	36%[57.1 µM]	?	-12%
- COc1ccc2c(c1OC)C(=O)OC2Nc1nc(-c2cc3cc([N+](=O)[O-])ccc3oc2=O)cs1 (stereo not given)
    -3%	5%	2%	-19%	-3%	-0.6%	-33%	-5%	-9%
- CC(C)Cn1c(O)c(N=NC(=O)c2cccc(S(=O)(=O)N3CCCCC3)c2)c2ccccc21
    4%	-2%	-1%	-15%	-18%	-0.7%	-25%	5%	1%
- CCCSc1nnc2c(n1)OC(c1cccs1)Nc1ccc(Br)cc1-2 (stereo not given)
    -4%	20%	-5%	-1%	-2%	7.0%	-32%	?	-33%
- O=C(Nc1nccs1)C12CC3CC(C1)CC(C(=O)Nc1nccs1)(C3)C2
    5%	9%	-22%	-7%[57.1 µM]	-13%	-1.2%	12%[57.1 µM]	-20%	21%
- CCn1nnnc1SCC(=O)c1cc(Cl)ccc1OC
    1%	-7%	0%	0%	-12%	-1.0%	19%	-15%	-8%
- Cc1ccc(NC(=O)CCC(=O)OCCCC(F)(F)C(F)(F)F)cc1
    3%	5%	-2%	1%[57.1 µM]	-1%	0.3%	-7%[57.1 µM]	59%[activator]	23%
- O=C(CSc1nnc(CNC(=O)c2ccco2)o1)NC1CCCC1
    -3%	3%	1%	4%	-6%	0.2%	3%	-22%	-17%
- Cc1nn(C(C)C(=O)Nc2ccc3c(c2)OCO3)c(C)c1[N+](=O)[O-] (stereo not given)
    10%	3%	0%	-1%	-16%	0.8%	-3%	-6%	-9%
- CC(=C1C(=O)c2ccccc2C1=O)N1CCN(c2ccccn2)CC1
    0%	6%	-2%	12%	-16%	-0.6%	8%[57.1 µM]	?	-6%
- COc1ccc(S(=O)(=O)CC2(O)CCN(C(=O)CC(C)C)CC2)cc1
    -11%	9%	3%	4%[57.1 µM]	-14%	-1.0%	14%[57.1 µM]	0%	19%
- COc1ccc(CNC(=O)Cn2ncn3c(cc4ccccc43)c2=O)cc1
    4%	-1%	-2%	-5%[0.0914 µM]	-9%	1.1%	13%	0%	-8%
- NS(=O)(=O)c1ccc(N/N=C/c2cn(-c3ccccc3)nc2-c2cccs2)cc1
    2%	2%	-6%	-4%	-19%	1.8%	?	?	-29%
- COc1cc(C)c(Cl)c(C)c1S(=O)(=O)NCc1cccnc1
    -1%	0%	-1%	2%[57.1 µM]	-1%	1.0%	10%	-5%	44%
- C=CCNC(=S)NNC(=O)COc1c(Cl)cc(Cl)cc1Cl
    -6%	-1%	2%	-7%	2%	0.0%	?	-5%	-40%
- Cc1ccc(-c2csc(N3C(=N)SCC3=O)n2)cc1
    -9%	13%	1%	4%	-12%	-0.4%	0%	?	0%
- O=C(NCc1cccnc1)c1ccc(S(=O)(=O)N2CCCCC2)cc1
    2%	3%	-2%	14%	-17%	2.8%	16%	?	-32%

Additional entries follow.
The line under a structure holds: Vif-APOBEC3F blk	mIDH1 inhibitor	Vif-APOBEC3G blk	TrxR1 substrate	USP1 inh	RXFP1 ag	rTrxR1 inhibitor	12-LOX inh	RGS4 inh
- O=C(NCc1ccc2c(c1)OCO2)c1ccc(Cl)nc1
    -15%	2%	3%	5%[57.1 µM]	-16%	6.8%	16%[57.1 µM]	2%	1%
- CCCCCCn1c(=O)n2n(c1=O)[C@@H]1CN(S(=O)(=O)c3ccc(C)cc3)C[C@]1(O)[C@@H](OC(=O)Nc1c(C)noc1C)C2
    -3%	2%	-1%	.	-4%	.	.	-10%	.
- O=C(CCCCn1c(=O)c2ccccc2n(Cc2ccccc2)c1=O)NC1CCN(Cc2ccccc2)CC1
    -2%	8%	3%	-6%	-13%	-0.3%	-5%	8%	18%
- CN(C)CCn1c(=O)n(Cc2ccco2)c(=O)c2c3c(sc21)CCCCC3
    -2%	5%	1%	5%	-1%	-3.0%	-2%	-30%	16%
- CCCCc1n(CC(=O)c2ccc(Cl)cc2)c2ccccc2[n+]1C
    -8%	9%	3%	9%	-19%	0.2%	35%	-6%	-22%
- C#CCOCCOCCOCCNc1nc(N2CCN(C(=O)CCCCCCCCCCNC(=O)[C@@H](CCSC)n3cc(CCO)nn3)CC2)nc(N2CCN(C(=O)CCCCCCCCCCNC(=O)[C@H](CCCN=C(N)N)n3cc(C[C@@H](C)CC)nn3)CC2)n1
    -1%	0%[38.3 µM]	?	-8%	?	0.1%	?	.	?
- COc1cccc(CN(C)S(=O)(=O)c2c(C)noc2C)c1OC
    5%	8%	1%	-5%	-3%	0.4%	1%	-12%	14%
- COc1ccc(N2CCN(C(=O)CSc3ccccc3)CC2)cc1
    0%	-5%	1%	-5%[57.1 µM]	-5%	2.0%	-24%	?	21%
- NC(=NC1CCCCC1)NS(=O)(=O)c1ccccc1
    20%	5%	2%	4%[57.1 µM]	-5%	-3.0%	2%[57.1 µM]	-1%	-8%
- O=C(NCc1ccc(Cl)cc1)c1ccc(NC(=O)N2CC3CCCN3c3ccccc32)cc1 (stereo not given)
    0%	-9%	0%	6%	?	3.4%	3%	-28%	-20%
- Cc1ccc(C)c(CN2C(=O)c3ccccc3S(=O)(=O)c3ccc(C(=O)N4CCCCC4)cc32)c1
    .	.	.	5%	5%	0.2%	23%	?	-23%
- CS(=O)(=O)N(CC(=O)Nc1ccc(C(N)=O)cc1)C1CCCCC1
    7%	2%	0%	17%	-11%	0.2%	31%	-11%	25%
- COc1ccccc1NC(=S)NC(NC(C)=O)C(Cl)(Cl)Cl (stereo not given)
    1%	27%	5%	2%	-4%	1.5%	-4%	?	1%
- Cc1ccc(N(C(=O)c2csnn2)C(C(=O)NCc2ccccc2)c2cccnc2)cc1 (stereo not given)
    -13%	0%	3%	3%	-14%	-0.4%	19%	-6%	11%
- OCCC1CN(Cc2nc(-c3ccccc3)cs2)CCN1CCc1ccccc1 (stereo not given)
    -10%	19%	0%	6%	-17%	0.4%	11%	-15%	6%
- COc1ccc(CCN(C)CC(=O)Nc2cc(C)nc3ccccc23)cc1OC
    2%	6%	-1%	7%[11.4 µM]	-5%	-0.4%	21%[11.4 µM]	-15%	-12%
- CC1=C(C(=O)N2CCN(c3cccc(C(F)(F)F)c3)CC2)C2(CCCCC2)OC1=O
    .	.	.	-9%	-25%	-0.6%	8%	-16%	18%
- Cc1ccc(-c2cc(C(=O)N(C)CC(=O)Nc3ccccc3Br)c3ccccc3n2)o1
    4%	-2%	0%	280%[activator]	-15%	9.1%	?	?	?
- COc1ccc(C2CC(c3ccccc3)=NN2c2ccc(N)cc2)cc1 (stereo not given)
    -9%	-7%	-12%	-14%	-20%	4.2%	7%[57.1 µM]	?	-5%
- O=C(NCC1CCCN(Cc2ccc3nonc3c2)C1)c1cccc(C(F)(F)F)c1 (stereo not given)
    -5%	0%	0%	0%[57.1 µM]	1%	0.0%	19%[57.1 µM]	-6%	-8%
- O=C(COc1ccc(Br)cc1)N(Cc1ccccc1)c1ccccn1
    -6%	6%	0%	-6%	-21%	3.3%	0%	?	4%
- CC(NC(=O)c1cc(S(=O)(=O)N(C)C)ccc1N1CCCC1)C1CC2CCC1C2 (stereo not given)
    2%	-8%	8%	-8%[57.1 µM]	-10%	1.5%	-3%[57.1 µM]	0%	4%
- COC(=O)[C@@]1(Cc2ccc(F)cc2)[C@H]2c3cc(C(=O)N4CCCC4)n(CCO)c3C[C@H]2CN1C(=O)c1ccccc1
    0%	-6%	-8%	-1%	-20%	0.4%	1%	6%	4%
